IMPase Li inh = cell-permeable IMPase inhibitors with lithium potentiation. CHO-M1 cells, IP1 TR-FRET (IP-One), carbachol + lithium. Potency, µM (highest dose often 59.4 µM), for the others: at the highest dose activity, negative = IMPase inhibition, usual class: inhibitors. 0.35% of 210,000 active;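 further: IP1 builds up when IMPase is blocked and the TR-FRET signal falls; potency means the concentration at half of the fitted maximal effect; plate controls were basal vehicle for no effect and high inhibitor control for full effect; nearly all actives have a fitted effect of over 50% in size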
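Concentration–response in CHO-M1 cells, lithium-potentiated; 30 min at 37C. IP1 detected by competitive TR-FRET after 10 min lysis at RT. Hill-fitted AC50.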
Epigenetic reg = regulators of epigenetic silencing causing reporter derepression in mouse cells; Potency, µM (series often up to 53.9 µM), for the others: top-dose GFP activation, hits mostly activators; 0.2% of 280,000 active; murine LDR cells, GFP reporter derepression, 30 h; further: potency means the concentration at half of the fitted maximal effect; % of control where 0% means no effect; nearly all actives have a fitted effect of over 60% in size
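Murine LDR cells bearing a silenced CMV-driven GFP reporter were exposed to compound for 30 h at 37 C. After PBS washes, GFP-positive cells (20-120 um objects) counted by laser-scanning microplate cytometry.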
CBFb-RUNX1 inh = inhibitors of human CBF-beta and RUNX1 interaction; 230,000 tested, under 10 active; AID 1477; AlphaScreen CBFb-His/RUNX1-biotin binding, biochemical; Potency, µM (doses to about 59.8 µM), inactives show at the top dose activity, negative = inhibition, hits mostly inhibitors; further: % of control where 0% means no effect
Target sequence (Q01196 whole entry, looked up): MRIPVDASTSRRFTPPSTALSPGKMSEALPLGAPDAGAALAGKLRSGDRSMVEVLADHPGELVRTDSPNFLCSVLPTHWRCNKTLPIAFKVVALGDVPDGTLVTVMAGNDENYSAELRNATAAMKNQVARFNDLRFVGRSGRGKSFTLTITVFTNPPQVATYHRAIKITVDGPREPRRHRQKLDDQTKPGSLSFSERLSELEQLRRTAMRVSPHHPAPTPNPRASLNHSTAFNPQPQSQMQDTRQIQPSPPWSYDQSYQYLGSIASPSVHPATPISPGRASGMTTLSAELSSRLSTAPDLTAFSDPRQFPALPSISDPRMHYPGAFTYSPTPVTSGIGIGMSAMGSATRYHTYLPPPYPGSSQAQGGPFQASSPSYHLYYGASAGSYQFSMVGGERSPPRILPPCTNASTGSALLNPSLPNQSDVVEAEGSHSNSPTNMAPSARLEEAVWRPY
Target sequence (Q13951 whole entry, looked up): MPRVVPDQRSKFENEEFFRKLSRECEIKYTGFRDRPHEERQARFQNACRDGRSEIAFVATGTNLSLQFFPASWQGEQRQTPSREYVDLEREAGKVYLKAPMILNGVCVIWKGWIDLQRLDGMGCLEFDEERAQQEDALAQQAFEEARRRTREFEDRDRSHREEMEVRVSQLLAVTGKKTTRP
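Proteins preincubated together for 20 min at RT before compound addition; 15 min later, nickel and streptavidin beads were added and left 90 min prior to AlphaScreen measurement.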
HttQ103 aggreg = mutant huntingtin aggregation inhibition | PC12 HttQ103-GFP aggregates, Acumen cytometry, 40 h | Potency, µM (doses to about 46.1 µM), inactives show at the top dose activity change, negative = inhibition, usual class: inhibitors | 1.1% of 220,000 active; further: potency means the concentration at half of the fitted maximal effect; on the % scale 0 is the no-effect control and ±100 the full control effect; nearly all actives have a fitted effect of over 60% in size
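PC12/HTTQ103-GFP, ecdysone-inducible; teb 100 nM; cpd qHTS titration; GFP aggregates read on laser cytometer, Ex 488/Em 500-530 nm.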
NPSR antagonist = antagonists of human neuropeptide S receptor cAMP signaling; 1% of 220,000 active; CHO-NPSR cells, cAMP TR-FRET, antagonist mode; Potency, µM (series often up to 38.3 µM), without a hit: at the top dose activity change, negative = inhibition, most hits filed as inhibitors; Q6W5P4; AID 1461; further: potency means the concentration at half of the fitted maximal effect; on the % scale 0 is the no-effect control and ±100 the full control effect; nearly all actives have a fitted effect of over 50% in size; many of its hits are not listed in these tables
Target sequence (Q6W5P4 whole entry, looked up): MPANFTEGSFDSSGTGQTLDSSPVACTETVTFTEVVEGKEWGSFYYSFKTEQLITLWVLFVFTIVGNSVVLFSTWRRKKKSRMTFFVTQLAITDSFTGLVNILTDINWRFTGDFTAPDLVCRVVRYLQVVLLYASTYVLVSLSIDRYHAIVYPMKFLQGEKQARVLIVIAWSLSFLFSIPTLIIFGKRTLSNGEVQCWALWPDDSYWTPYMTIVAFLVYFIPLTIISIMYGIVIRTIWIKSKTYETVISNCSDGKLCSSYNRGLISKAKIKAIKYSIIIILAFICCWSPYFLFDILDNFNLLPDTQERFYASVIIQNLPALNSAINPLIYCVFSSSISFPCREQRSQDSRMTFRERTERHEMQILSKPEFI
LMNA splice mod = modulators of lamin A splicing; HeLa LMNA splicing GFP/RFP minigene ratio, 48 h; Potency, µM (highest dose often 46.1 µM), for inactives: at the highest dose ratio change, negative = inhibition, usual class: inhibitors; 0.01% of 200,000 active; active means well fitted inhibition curve with a large enough effect in the signal ratio, with a control signal flat, not every such curve was filed as active; inconclusive means small, poorly fitted or top-dose-only effect, or effect the other way, or a change in a side signal; the % refers to the signal ratio; further: potency means the concentration at half of the fitted maximal effect; on the % scale 0 is the no-effect control and ±100 the full control effect
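Read-out is the ratio of GFP to DsRed2 object intensity, acquired by 488 nm laser-scanning cytometry on HeLa lamin A-EGFP minigene reporter cells. Compound incubation 48 hrs at 37 °C in Opti-MEM with 2% FBS; DMSO 0.5% final.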
Luc counter = counter-screen: inhibitors of Kinase-Glo firefly luciferase. 0.28% of 200,000 active. AID 1379. Potency, µM (top dose mostly 38.3 µM), for inactives: at the highest dose activity change, negative = inhibition, actives largely listed as inhibitors. Kinase-Glo luciferase, ATP luminescence, 8 min; further: potency means the concentration at half of the fitted maximal effect; on the % scale 0 is the no-effect control and ±100 the full control effect; nearly all actives have a fitted effect of over 60% in size
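Compound is pinned into ATP-containing buffer (10 uM ATP, imidazole pH 7.2, 7 mM MgCl2). Kinase-Glo luciferase reagent is then added. Light output is recorded following an 8-min room-temperature incubation.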
The depositor's hits bear a star; ? = inconclusive; nt = no result given; & = joins results of further samples; [ ] = remark or other dose. Unless noted, the call rests on the fitted dose curve; in most records, active means well fitted curve in the direction sought with a large enough effect; inconclusive means small, poorly fitted or top-dose-only effect, or another doubt; inactive means no such curve, though single readings can be large; an effect the other way counts as inactive or inconclusive. Some of the compounds tested, so the mix of outcomes need not match the whole.

Labels used below – A = IMPase Li inh; B = Epigenetic reg; C = CBFb-RUNX1 inh; D = HttQ103 aggreg; E = NPSR antagonist; F = LMNA splice mod; G = Luc counter
> O=C(O)CN1C(c2ccccc2O)Nc2ccc(Br)cc2C1c1ccccc1 (configuration not stated)
  A = 16%	B = 0.1%	C = 9%	D = 2%[9.22 µM]	E = -7%	F = nt	G = -2%

> Cc1ccc2nc(NNC(=O)c3ccc(S(=O)(=O)N4CCc5ccccc5C4)cc3)sc2c1
  A = -6%	B = -2.2%	C = 3%	D = -11%	E = -17%	F = ?	G = 0%

> O=c1c(Cl)c(Cl)cnn1Cc1nnc(-c2ccc(Cl)cc2)o1
  A = -6%	B = ?	C = -9%	D = ?	E = -44%	F = ?	G = -1%

> O=C(CCCSc1nnnn1-c1cccc2ccccc12)c1ccc(F)cc1
  A = 9%[38.3 µM]	B = 0.1%	C = ?	D = ?	E = -21%[46.1 µM]	F = 5%	G = -2%

> Cc1cc(OCCCn2cnc3ccccc3c2=O)ccc1[N+](=O)[O-]
  A = 7%	B = -0.9%	C = -12%	D = 5%	E = -3%	F = -28%	G = -1%

> Cc1nn(-c2ccc(Cl)cc2)c2sc(C(=O)c3c(N)n(C)c(=O)n(C)c3=O)cc12
  A = 13µM*	B = -2.3%	C = 0%	D = -7%	E = 9%[46.1 µM]	F = 11%	G = -5%

> O=C(CCSCCC(=O)NCc1ccc(F)cc1)NCc1ccc(F)cc1
  A = -2%	B = 0.0%	C = 2%	D = 11%	E = 23%	F = -1%	G = 0%

> COc1ccc(CCNC(=O)c2ccc(N(C)S(=O)(=O)c3ccc(C)cc3)cc2)cc1
  A = 17%	B = 1.1%	C = 13%	D = -23%	E = -43%	F = ?	G = -5%

> COCc1nc2ccccc2n1Cc1cccc(C)c1
  A = 10%[38.3 µM]	B = -6.1%&-1.0%	C = 5%	D = -5%	E = -12%[46.1 µM]	F = -2%	G = -1%

> CSc1nc(NC(C)=O)nc(C)c1Cl
  A = -1%[38.3 µM]	B = -1.0%	C = 8%	D = 7%	E = 3%[46.1 µM]	F = -2%	G = 3%

> Cc1ccc(CN2CCN(Cc3cnc(C)s3)CC2CCO)cc1 (configuration not stated)
  A = 2%	B = 6.6%	C = 12%	D = 0%	E = -14%	F = nt	G = 2%

> O=C(NC(=S)Nc1ccc(S(=O)(=O)Nc2ncccn2)cc1)c1cccc(Br)c1
  A = -10%	B = 2.9%	C = -18%	D = -17%[9.22 µM]	E = 26%	F = nt	G = 0%

> COc1cc(C(=O)NCc2ccc(-c3nc4ccccc4s3)cc2)cc(OC)c1OC
  A = 1%	B = 3.1%	C = 4%	D = -3%	E = 1%	F = -9%	G = -4%

> COc1cccc(OC)c1OCC(C)CNCC1CCCO1 (configuration not stated)
  A = 32%[activator][38.3 µM]	B = -0.6%	C = 5%	D = 12%	E = -3%[46.1 µM]	F = 2%	G = -4%

> Cc1cc(C)c(OCC(=O)Nc2ccccn2)c([N+](=O)[O-])c1
  A = -2%	B = -6.2%	C = -7%	D = -4%	E = 11%	F = 8%	G = 3%

Quoted at random: 4 entries already listed
Labels used below – A = IMPase Li inh; B = Epigenetic reg; C = CBFb-RUNX1 inh; D = HttQ103 aggreg; E = NPSR antagonist; F = LMNA splice mod; G = Luc counter
> Cc1ccc(CN2CCN(Cc3cnc(C)s3)CC2CCO)cc1 (configuration not stated)
  A = 2%	B = 6.6%	C = 12%	D = 0%	E = -14%	F = nt	G = 2%

> O=c1c(Cl)c(Cl)cnn1Cc1nnc(-c2ccc(Cl)cc2)o1
  A = -6%	B = ?	C = -9%	D = ?	E = -44%	F = ?	G = -1%

> COc1cccc(OC)c1OCC(C)CNCC1CCCO1 (configuration not stated)
  A = 32%[activator][38.3 µM]	B = -0.6%	C = 5%	D = 12%	E = -3%[46.1 µM]	F = 2%	G = -4%

> Cc1cc(OCCCn2cnc3ccccc3c2=O)ccc1[N+](=O)[O-]
  A = 7%	B = -0.9%	C = -12%	D = 5%	E = -3%	F = -28%	G = -1%

The main list resumes, starting 3 compounds before the break.
Labels used below – A = IMPase Li inh; B = Epigenetic reg; C = CBFb-RUNX1 inh; D = HttQ103 aggreg; E = NPSR antagonist; F = LMNA splice mod; G = Luc counter
> COc1cc(C(=O)NCc2ccc(-c3nc4ccccc4s3)cc2)cc(OC)c1OC
  A = 1%	B = 3.1%	C = 4%	D = -3%	E = 1%	F = -9%	G = -4%

> COc1cccc(OC)c1OCC(C)CNCC1CCCO1 (configuration not stated)
  A = 32%[activator][38.3 µM]	B = -0.6%	C = 5%	D = 12%	E = -3%[46.1 µM]	F = 2%	G = -4%

> Cc1cc(C)c(OCC(=O)Nc2ccccn2)c([N+](=O)[O-])c1
  A = -2%	B = -6.2%	C = -7%	D = -4%	E = 11%	F = 8%	G = 3%

> O=C(Nc1cc(S(=O)(=O)Nc2ccc(Cl)cc2)ccc1O)c1ccc(S(=O)(=O)N2CCCCCC2)cc1
  A = 18%	B = 0.9%	C = 9%	D = 1%	E = -37%	F = nt	G = -2%

> CCOc1ccc(C(CC(=O)O)NC(=O)c2sc3ccccc3c2Cl)cc1 (configuration not stated)
  A = 8.9µM*	B = 0.0%	C = 3%	D = 3%	E = ?	F = -10%	G = 2%

> O=C(CNC(=O)c1cccc(F)c1)N/N=C/c1ccc([N+](=O)[O-])s1
  A = -3%	B = 0.4%	C = 4%	D = -16%	E = 20%	F = nt	G = 7%

> O=C(CSc1ccc2nnc(-c3ccc(Cl)cc3)n2n1)N1CCCC1
  A = ?	B = 0.0%	C = 7%	D = -11%	E = 9%[46.1 µM]	F = -5%	G = -4%

> Cn1nc(-c2ccc(Cl)cc2)c2cc(C(=O)N3CCN(C(=O)c4ccco4)CC3)sc21
  A = 1%[38.3 µM]	B = -0.9%	C = -2%	D = ?	E = -35%[46.1 µM]	F = -9%	G = 0%

> Cc1ccc(-n2ncc(C(=O)N3CCc4ccccc4C3)c2NC(=O)c2ccco2)cc1C
  A = -11%	B = -1.9%	C = -7%	D = 29%	E = -6%[46.1 µM]	F = -14%	G = 3%

> COc1ccc(CNC(=O)c2nnn(Cc3ccc(OC)cc3)c2N)cc1
  A = 7%	B = -1.0%	C = -8%	D = -10%	E = -3%[46.1 µM]	F = -5%	G = -1%

> COc1ccc(NC(=O)CN2CCN(CC(=O)Nc3ccc(OC)c(OC)c3)CC2)cc1
  A = 22%[38.3 µM]	B = -1.0%	C = 8%	D = 5%	E = -11%[46.1 µM]	F = -13%	G = 3%

> CC(C)c1nnc(NC(=O)C2CCCO2)s1 (configuration not stated)
  A = 11%	B = -3.6%	C = 4%	D = ?	E = -7%	F = 2%[46 µM]	G = -7%

> Cc1ccc(-c2nc3cccnc3o2)cc1NC(=O)COc1ccc(C(C)(C)C)cc1
  A = 36%[activator][38.3 µM]	B = -0.2%	C = -3%	D = ?	E = ?	F = 9%	G = -4%

> CCCN1C2CCCC1CC(NC(=O)C1CCCCC1)C2 (configuration not stated)
  A = 28%	B = -1.0%	C = 7%	D = -7%	E = -16%[46.1 µM]	F = -1%	G = 8%

> CNc1nnc(-c2ccc(OC)cc2)s1
  A = 1%	B = 1.3%	C = 5%	D = -4%[9.22 µM]	E = 17%	F = -10%[46 µM]	G = -15%

> CC(C)Sc1nnc(CNC(=O)C23CC4CC(CC(C4)C2)C3)n1Cc1ccccc1
  A = 15%	B = -1.0%	C = 17%	D = ?	E = -16%	F = -15%	G = 3%

> CSc1ccccc1NC(=O)c1ccccc1N(C)S(C)(=O)=O
  A = -6%[38.3 µM]	B = -7.8%	C = -9%	D = -5%	E = ?	F = -1%	G = -1%

> Cc1cccc(N2C(=O)C3C4C=CC(C4)C3C2=O)c1 (configuration not stated)
  A = -6%[38.3 µM]	B = -2.9%	C = 5%	D = 2%	E = 15%[46.1 µM]	F = 3%	G = -1%

Further structures follow.
Labels used below – A = IMPase Li inh; B = Epigenetic reg; C = CBFb-RUNX1 inh; D = HttQ103 aggreg; E = NPSR antagonist; F = LMNA splice mod; G = Luc counter
> Cc1ccc(-c2cccc(C3CC=CC4C3C(=O)N(Cc3ccccc3)C4c3ccc4ccccc4c3)c2)cc1 (configuration not stated)
  A = nt	B = -0.1%	C = 8%&3%	D = -36%[9.22 µM]	E = -14%	F = nt	G = nt

> CCOC(=O)C1C(=O)NC(SCC(N)=O)=C(C#N)C1c1ccccc1OCC (configuration not stated)
  A = 1%[38.3 µM]	B = 0.0%	C = -1%	D = -2%	E = -7%[46.1 µM]	F = ?	G = -2%

> COCCCNC(=S)NCCCNc1nc2cc(C)cc(C)c2cc1C#N
  A = 3%	B = 0.2%	C = 9%	D = 7%[9.22 µM]	E = -9%	F = nt	G = 0%

> COc1cccc2cc(C(C)OC(=O)Nc3ccc(C)cc3)oc12 (configuration not stated)
  A = 18%	B = 6.1%	C = 14%	D = -15%	E = -8%	F = -29%[46 µM]	G = 0%

> N#CC1=C(N)Oc2n[nH]c(-c3cccs3)c2C1c1ccoc1 (configuration not stated)
  A = 6%[38.3 µM]	B = -1.1%	C = -1%	D = 4%	E = -10%[46.1 µM]	F = 6%	G = 1%

> CC1(CC(=O)N/N=C/c2ccc(OCc3ccc(Cl)cc3Cl)cc2)OCCCO1
  A = 12%[38.3 µM]	B = 2.3%	C = 4%	D = -8%[9.22 µM]	E = 3%[46.1 µM]	F = 15%	G = -1%

> COc1cccc(CN2C(=O)c3cccc(N)c3C2=O)c1
  A = -10%	B = -1.1%	C = -1%	D = 22%	E = -10%	F = 8%	G = -1%

> COc1ccccc1-c1cc(C(=O)Nc2c(F)cc(F)cc2Br)no1
  A = 11%[38.3 µM]	B = -2.2%	C = 17%	D = 3%	E = ?	F = -5%	G = -6%

> COc1ccc(N(C(=O)Cn2nnc3ccccc32)C(C(=O)NC(C)(C)C)c2ccc(OC)c(O)c2)cc1 (configuration not stated)
  A = -1%	B = 4.1%	C = -6%	D = 0%[9.22 µM]	E = -1%	F = -5%[46 µM]	G = 3%

> CCOC(=O)/C(C#N)=C/N1CCOCC1
  A = nt	B = 1.7%	C = 7%	D = 17%[9.22 µM]	E = 14%	F = nt	G = nt

> CCCC(=O)Nc1ccc2c(c1)C(=O)NC2=O
  A = -2%[38.3 µM]	B = 0.8%	C = 8%	D = -15%	E = 13%[46.1 µM]	F = -14%	G = 4%

> COc1ccc(C(=O)/C=C/Nc2ccc([N+](=O)[O-])cc2)cc1
  A = -14%	B = ?	C = -13%	D = 18%	E = -1%	F = 20%	G = -2%

> NS(=O)(=O)c1cccc(NC(=O)Nc2ccc(Cl)cc2)c1
  A = nt	B = 0.1%	C = 6%	D = 7%[9.22 µM]	E = -23%	F = nt	G = nt

> CC(=O)Nc1ccc(NC(=O)C2CCN(S(=O)(=O)c3cccc4nonc34)CC2)cc1
  A = 6%[38.3 µM]	B = 0.0%	C = -2%	D = -1%	E = 3%[46.1 µM]	F = -3%	G = -2%

High-throughput results as filed in PubChem.
